Screening results as filed in PubChem BioAssay.
NR2F2 inh: inhibitors of human COUP-TFII (NR2F2); HEK293T NGFI-A luciferase reporter, luminescence; inhibition, % at 8.6 µM; 370,000 compounds, 0.7% hits;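 active means inhibition above a per-plate cutoff, mean inhibition of test wells between control levels plus 3 SD, cut at about 38% in these data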;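 further: cells cotransfected with COUP-TFII expression vector driving the NGFI-A reporter; 0% = median of COUP-TF2 test wells and 100% = reporter-only cells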
Target sequence (P24468 whole entry, looked up): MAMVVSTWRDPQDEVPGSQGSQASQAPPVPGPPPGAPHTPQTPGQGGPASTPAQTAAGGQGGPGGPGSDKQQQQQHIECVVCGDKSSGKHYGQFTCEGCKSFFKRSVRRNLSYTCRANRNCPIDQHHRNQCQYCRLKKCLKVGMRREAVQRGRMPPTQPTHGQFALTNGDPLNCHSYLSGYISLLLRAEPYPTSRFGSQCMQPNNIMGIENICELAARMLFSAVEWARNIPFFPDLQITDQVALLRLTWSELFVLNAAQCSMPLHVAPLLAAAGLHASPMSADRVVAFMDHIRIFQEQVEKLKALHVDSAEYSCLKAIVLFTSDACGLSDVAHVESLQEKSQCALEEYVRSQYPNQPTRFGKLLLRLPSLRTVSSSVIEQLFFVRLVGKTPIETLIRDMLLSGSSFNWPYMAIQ
NCOA3 inh: human NCOA3 inhibition; HEK293 GAL4-SRC3 luciferase reporter, luminescence; inhibition, % at 3.6 µM; 360,000 compounds, 0.17% hits; AID 588352;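 active means inhibition above a per-campaign cutoff, the mean of all compounds plus 3 SD, cut at about 60% in these data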;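 further: 0% = DMSO-treated cells and 100% = gossypol-treated cells at 36 µM; higher means less SRC3-driven luciferase light from the GAL4 reporter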
NCOA2 inhibitor: inhibits human steroid receptor coactivator 2 | Q15596 | HEK293 GAL4-SRC2 luciferase reporter, luminescence | inhibition, % at 9 µM | 370,000 compounds, 0.17% hits | AID 651957;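 active means inhibition above the mean inhibition of all tested compounds plus 3 SD, set per campaign, cut at about 52% in these data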;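 further: 0% = DMSO treated cells and 100% = cells given Gossypol at 36 µM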
SRC1 inh: human NCOA1 inhibition; Q15788; HEK293 GAL4-SRC1 luciferase reporter, luminescence; inhibition, % at 3.6 µM; 360,000 compounds, 0.12% hits; AID 588354;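 active means inhibition above the campaign mean plus 3 SD, with each screening campaign given its own cutoff, cut at about 60% in these data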;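 further: 0% = DMSO treated cells and 100% = gossypol at 36 µM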
TROY signal inh: TROY signaling inhibition; Q293 LMP1-TROYcd NF-kB luciferase reporter, 4 h; inhibition, % at 10 µM; 360,000 compounds, 0.98% hits; AID 1347056;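 active means compounds whose plate-normalised and pattern-corrected inhibition of the luciferase reporter signal at the single screening dose is 50% or more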
Granule exo inh: lytic granule exocytosis inhibition | TALL-104 LAMP-1 surface exposure, flow cytometry; cells stimulated with thapsigargin and PMA | 360,000 compounds, 0.66% hits | inhibition, % at 10 µM | AID 651702;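 active means inhibition above about 55%, limit read from the data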
TWEAK Fn14 block: TWEAK-Fn14 signaling inhibition; TWEAK-stimulated Fn14 reporter cells, luciferase luminescence, 8 h; inhibition, % at 10 µM; 360,000 compounds, 2% hits; AID 1159606; in the data active means inhibition above about 50%
NR5A2 inv ag: suppresses constitutive activity of human LRH-1. O00482. HEK293T StAR-luciferase reporter, LRH-1 transfected, 24 h. inhibition, % at 3.6 µM. 360,000 compounds, 0.13% hits;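 active means inhibition above the mean inhibition of all tested compounds plus 3 SD, cut at about 73% in these data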;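 further: 0% = DMSO wells and 100% = reporter-only cells lacking LRH-1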
Target sequence (O00482 whole entry, looked up): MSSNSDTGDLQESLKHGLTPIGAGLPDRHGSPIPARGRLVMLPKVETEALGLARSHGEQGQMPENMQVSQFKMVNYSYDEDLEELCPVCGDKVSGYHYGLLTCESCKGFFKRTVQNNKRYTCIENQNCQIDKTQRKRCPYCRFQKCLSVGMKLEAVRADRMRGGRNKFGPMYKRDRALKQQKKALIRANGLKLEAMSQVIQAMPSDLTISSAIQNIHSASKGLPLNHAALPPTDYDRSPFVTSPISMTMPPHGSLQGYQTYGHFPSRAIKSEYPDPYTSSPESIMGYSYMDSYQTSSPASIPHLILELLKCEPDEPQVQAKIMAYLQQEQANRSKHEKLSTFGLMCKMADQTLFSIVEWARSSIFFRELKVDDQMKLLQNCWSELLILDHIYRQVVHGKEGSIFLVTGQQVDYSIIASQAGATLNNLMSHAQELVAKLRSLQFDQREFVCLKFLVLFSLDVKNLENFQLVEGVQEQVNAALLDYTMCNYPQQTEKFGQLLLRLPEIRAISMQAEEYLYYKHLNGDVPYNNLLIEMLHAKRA
NOD2-RIPK2 inh: NOD2-RIPK2 protein interaction inhibition; O43353; 360,000 compounds, 0.38% hits; CHO BLA complementation NOD2-RIPK2, CCF4 ratio; inhibition, % at 4.98 µM; in the data active means inhibition above about 21%;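 further: 0% = vehicle only and 100% = reference blocker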
ABHD5-PLIN5 inh: inhibitors of human ABHD5-perilipin-5 interaction | Q00G26+Q8WTS1 | Split G. princeps luciferase complementation, luminescence, 4 h | inhibition, % at 4 µM | 360,000 compounds, 0.78% hits | AID 602281;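 active means inhibition above the mean inhibition across every tested compound plus 3 SD, cut at about 22% in these data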;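 further: 0% = DMSO only wells and the 100% control is not disclosed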
TLR9-MyD88 inh: inhibitors of human TLR9-MyD88 binding. Q9NR96+Q99836. CHO BLA complementation TLR9-MyD88, CCF4 FRET ratio. inhibition, % at 4.98 µM. 340,000 compounds, 0.21% hits. AID 504734;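 active means inhibition above the mean over all tested compounds plus 3 SD, cut at about 21% in these data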;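 further: 0% = DMSO only wells and 100% = clavulanate BLA inhibitor control wells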
* = called active by the depositor; / = not tested or not shown. Some of the compounds tested, so the mix of outcomes need not match the whole.

entry	compound	NR2F2 inh	NCOA3 inh	NCOA2 inhibitor	SRC1 inh	TROY signal inh	Granule exo inh	TWEAK Fn14 block	NR5A2 inv ag	NOD2-RIPK2 inh	ABHD5-PLIN5 inh	TLR9-MyD88 inh
1	CCOC(=O)N1CCN(C(=O)c2ccc(Cn3c(=S)[nH]c4cc(C(=O)OC)ccc4c3=O)cc2)CC1	-27	-16	12	-9	40	-4	1	-6	-8	-3	-8
2	O=C(O)c1ccccc1C(=O)Nc1cccc([N+](=O)[O-])c1	-13	-19	5	-24	-4	18	-10	0	7	6	3
3	CCc1ccc(C(=O)Nc2cc3c(cc2Cl)OCCCO3)cc1	-21	-70	-57	-91	-49	-3	-21	-155	-3	-4	5
4	O=C(Cn1nnc2ccccc2c1=O)NCc1ccc(Cl)cc1	-21	7	-2	7	-46	-4	-15	-11	0	1	-7
5	O=C(CSc1ncn[nH]1)c1ccc2c(c1)OCCO2	-7	-12	-37	-15	-50	-2	6	-12	-2	4	0
6	Cc1noc(C)c1C(=O)N1CCc2ccccc2C1	-16	0	13	-24	-9	0	9	9	-9	2	5
7	Cc1ccc(NS(=O)(=O)c2cc(NC(=O)c3cc(=O)[nH]c(=O)[nH]3)ccc2Cl)c(C)c1	-12	-7	-19	-2	21	14	18	-1	-10	6	5
8	O=C(NCCC(c1ccccc1)c1ccccc1)c1cccs1	-12	20	-8	5	5	-4	34	-11	-3	-4	2
9	COc1ccc(COC(=O)C2CCN(S(=O)(=O)c3ccc(C)cc3)CC2)cc1	-11	14	-8	-19	12	-3	5	17	4	0	2
10	COc1ccc(NC2CCCN(C(=O)c3ccccc3C(F)(F)F)C2)cc1 (stereo unspecified)	12	12	-2	-18	3	1	9	6	-5	-2	0
11	CCCCOc1ccc(C2C3CN(C(=O)OCC)CC=C3C(C#N)=C(N)C2(C#N)C#N)cc1OC (stereo unspecified)	3	0	-19	8	-1	5	-2	6	3	0	6
12	CN1CCN(C(=O)C2=C[C@H](c3ccc4c(c3)OCO4)C[C@H](OCCCCO)O2)CC1	-10	-25	14	1	-7	4	-1	1	-9	-5	2
13	O=C(CN1C(=O)C2CC=CCC2C1=O)Nc1ccc(S(=O)(=O)NC2=NCCCCC2)cc1 (stereo unspecified)	7	-23	-24	-3	0	-2	13	-6	-6	2	5
14	O=C(NCc1cccnc1)Nc1ccccc1F	-10	-3	-6	-8	-11	-3	-10	-14	-9	0	-8
15	CCOCCCN(C)C1CCN(C(=O)c2oc3ccccc3c2NC(=O)c2cccc([N+](=O)[O-])c2)CC1	3	-1	-8	-8	-2	2	-6	-12	-7	1	2
16	Cc1ccc(N=Cc2ccc(N(C)C)cc2)cc1C	-6	-1	-26	2	-5	-2	-13	-2	-6	4	-2
17	CCOc1ccc(S(=O)(=O)NCCC(=O)N2CCCN(C)CC2)cc1	0	-13	-17	1	14	-3	-8	-10	-1	-2	-8
18	COc1ccccc1NC(=O)N1CCN(c2cccc(C(F)(F)F)c2)CC1	2	21	-9	11	3	2	10	1	5	-9	9
19	COc1ccc2c(c1)c(=O)oc1c(C)c(OCc3ccc(C(=O)O)cc3)ccc12	/	-4	/	-5	-25	-3	2	-1	-6	-13	-1
20	CCN1CCN(CC(=O)Nc2nc3ccccc3s2)CC1	-11	-15	-30	10	-1	6	9	-16	1	2	-6
21	Cc1ccc(C2=CC(c3ccccc3)n3ncnc3N2)c(C)c1 (stereo unspecified)	-16	3	7	-9	-4	26	3	1	-9	-3	-7
22	CCC1CCCCN1C(=O)COc1ccc2c(c1)OCO2 (stereo unspecified)	14	-5	-51	3	-13	30	-8	10	-18	11	3
23	O=C(Nc1nc2cc3c(cc2s1)OCCO3)c1ccc(N2C(=O)CCC2=O)cc1	14	2	-23	-6	-16	-8	-28	2	9	-1	-5
24	CN(CC(=O)NCc1ccc(F)cc1)S(=O)(=O)c1cccc2nsnc12	19	4	16	-6	-27	1	4	-7	1	1	5
25	CC(=O)C1=C(c2ccccc2)NC(=O)NC1c1ccccc1OCC(=O)NCc1ccccc1 (stereo unspecified)	-12	2	-5	2	8	-2	-1	-23	-6	-5	3
26	COc1ccccc1OCCC(=O)O	-8	14	-25	13	6	-3	-19	-3	-6	1	2
27	CCOC(=O)N1CCN(C(=O)COC(=O)c2ccc(O)cc2O)CC1	6	13	16	13	-2	-4	8	-16	0	0	-8
28	CN(C)c1ccc(C(=O)c2ccc(O)cc2O)cc1	-21	-90	-82	-81	-51	-3	-4	-99	4	-10	-2
29	NC1=NC(=O)/C(=C/c2cccs2)S1	-18	11	-12	-7	-10	-1	-11	-1	-8	5	3
30	COC(=O)c1cc(C)nc2c1C(=O)C(=O)C=C2N1CCOCC1	42*	71*	57*	62*	43	-6	103*	22	-9	39*	2
31	COCCN(C(=O)COC(=O)/C=C/c1ccc(OC)c(OC)c1)c1c(N)n(Cc2ccccc2)c(=O)[nH]c1=O	5	-53	14	-9	8	0	-20	-10	-7	-8	0
32	COc1cccc2[nH]c3c(N4CCC(C)CC4)ncnc3c12	2	-1	-12	-2	23	0	-39	-4	4	-2	0
33	S=C(NNC(=S)Nc1ccccc1)Nc1ccccc1	-42	-63	-66	-121	-56	4	-27	-75	-3	-13	1
34	COc1ccc(S(=O)(=O)NCCc2cn3nc(C)c(C)nc3n2)cc1C	15	-12	17	1	3	-7	-1	6	8	-7	-1
35	CC1(c2cccc(Br)c2)NC(=O)N(CC(=O)Nc2ccc(S(N)(=O)=O)cc2)C1=O (stereo unspecified)	-17	12	-13	1	12	-7	-5	6	10	-6	0
36	C[C@H](CO)N1C[C@H](C)[C@H](CN(C)S(=O)(=O)c2ccccc2)OCc2ccccc2-c2c(n(C)c3ccccc23)C1=O	-5	-1	-3	-12	-21	-4	7	15	-14	-1	-10
37	Cc1ccc(C(=O)N/C(=C\c2ccc(-c3cccc([N+](=O)[O-])c3)o2)C(=O)NCCCN2CCOCC2)cc1	-2	4	-4	8	-25	14	-25	-15	1	4	-2
38	CC(C)OC(=O)c1ccc(Cn2nnc3ccccc3c2=O)cc1	-1	-30	-29	-19	-44	4	-15	3	4	-6	-5
39	CCCCCCCCCCCCCCCCCCNc1ccn(C2OC(COP(=O)(O)OCC3OC(n4cc(F)c(=O)[nH]c4=O)CC3O)C(O)C2O)c(=O)n1 (stereo unspecified)	-28	52	19	59	13	6	-29	-11	-1	-2	4
40	COCCCn1c(SCC(=O)Nc2oc(C)c3c(C)n[nH]c(=O)c23)nc2ccccc2c1=O	-23	-17	2	-10	-15	0	-10	-6	0	-3	2
41	CCOc1ccccc1N1CCN(Cc2c(C)n(C)n(-c3ccccc3)c2=O)CC1	/	1	/	-8	16	-1	4	13	-6	-2	5
42	CC(=O)c1ccc(N2CCN(S(=O)(=O)c3ccccc3)CC2)c(F)c1	13	9	-31	17	-12	-2	-9	-20	-6	-2	-1
43	COc1ccc(-c2n[nH]c3c2CN(C(=O)c2ccc(OC)c(OC)c2)CC3)cc1	-4	16	-2	13	0	-14	0	34	5	5	2
44	Cc1ccc([C@@H]2CC(=O)[C@@H]3CN(S(=O)(=O)c4ccc(C)cc4)[C@H](c4cccc5ccccc45)C[C@@H]3N2S(=O)(=O)c2ccc(Cl)cc2)cc1	15	7	3	8	19	0	-26	4	0	-4	1
45	O=C(Nc1cccs1)Nc1c(F)c(F)c(F)c(F)c1F	18	4	15	-19	15	-12	32	5	-8	-5	-3
46	CCOC(=O)c1oc2ccc(Br)cc2c1NC(=O)CN1CCN(C)CC1	-1	14	-11	-2	-3	10	-24	6	-4	1	-1
47	Clc1ccc(-c2ccccc2)nn1	-5	6	-1	10	-18	-5	8	-31	-4	8	/
48	CCOC(=O)CCSc1cc(C)c2ccccc2n1	5	4	-18	6	-40	-6	-16	1	9	-2	11
49	C#CCOc1ccc(C2C3=C(CCCC3=O)N(CC(=O)O)C3=C2C(=O)CCC3)cc1Br	19	-5	-22	-28	-4	3	-2	-15	6	-15	-8
50	O=C(CCNC(=O)c1ccccc1Cl)NCc1ccco1	-12	-5	14	-16	-2	-3	28	-9	-5	10	-12

Going on with the list:
entry	compound	NR2F2 inh	NCOA3 inh	NCOA2 inhibitor	SRC1 inh	TROY signal inh	Granule exo inh	TWEAK Fn14 block	NR5A2 inv ag	NOD2-RIPK2 inh	ABHD5-PLIN5 inh	TLR9-MyD88 inh
51	CCOC(=O)[C@@H]1[C@H]2COc3cc(OC)ccc3[C@H]2N2C(=O)N(c3ccc(C)cc3)C(=O)[C@]12C	-5	0	17	-14	-10	-15	-27	3	-10	0	-9
52	O=C(Cn1c(=O)oc2cc(S(=O)(=O)N3CCCC3)ccc21)NCc1ccc(F)cc1	15	7	-13	1	-2	1	-6	13	-5	5	-2
53	CC(C(=O)NC1C=CS(=O)(=O)C1)N1C(=O)/C(=C\c2ccccc2)SC1=S (stereo unspecified)	-4	16	-3	4	2	-1	-2	12	1	8	-10
54	O=C(NCc1ccccc1)C(C1CC1)n1c(CSCCOc2ccccc2)nc2ccccc21 (stereo unspecified)	22	/	13	/	/	-7	/	-12	6	-10	/
55	COc1cccc(NC(=O)COC(=O)c2ccc3ccccc3n2)c1	0	-16	-4	-8	-23	1	2	-12	-4	4	16
56	Cc1cc(F)ccc1S(=O)(=O)N1CCC2(CC1)OCCN2S(=O)(=O)c1cccs1	15	-3	-18	-5	17	11	-1	1	-1	5	2
